WRN helicase inh: qHTS for Inhibitors of WRN Helicase. WRN helicase unwinding, fluorescent forked duplex, kinetic. actives 0.46% (n = 360,000). Potency, µM (doses to about 114 µM), inactives show at the top dose activity change, negative = inhibition, actives largely listed as inhibitors. Bifunctional 3'-5' exonuclease/ATP-dependent helicase WRN (Homo sapiens), Q14191; note: potency is the fitted concentration of half-maximal effect; % is set by controls: 0 for no effect and ±100 for the full control effect; nearly all actives have a fitted effect of over 55% in size
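Fluorescence dequenching readout, ex 525 nm/em 598 nm, kinetic mode: forked duplex DNA (100 nM final) with adjacent fluorophore and quencher unwound by WRN (20 nM final) with 2 mM ATP. Compound preincubation 15 min, room temperature.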
PLK1 PBD block: qHTS for Inhibitors of PLK1-PDB (polo-like kinase 1 - polo-box domain): Primary Screen | Serine/threonine-protein kinase PLK1 (Homo sapiens), P53350 | Plk1 PBD binding of FITC phosphopeptide, fluorescence polarization | Potency, µM, without a hit: max response, negative = inhibition, most hits filed as inhibitors | actives 2.8% (n = 360,000) | AID 720504, 2013; note: potency is the fitted concentration of half-maximal effect; series mostly up to about 57 µM; % is set by controls: 0 for no effect and ±100 for the full control effect; nearly all actives have a fitted effect of over 65% in size
Target sequence (P53350 whole entry, looked up, the tested form may be a part): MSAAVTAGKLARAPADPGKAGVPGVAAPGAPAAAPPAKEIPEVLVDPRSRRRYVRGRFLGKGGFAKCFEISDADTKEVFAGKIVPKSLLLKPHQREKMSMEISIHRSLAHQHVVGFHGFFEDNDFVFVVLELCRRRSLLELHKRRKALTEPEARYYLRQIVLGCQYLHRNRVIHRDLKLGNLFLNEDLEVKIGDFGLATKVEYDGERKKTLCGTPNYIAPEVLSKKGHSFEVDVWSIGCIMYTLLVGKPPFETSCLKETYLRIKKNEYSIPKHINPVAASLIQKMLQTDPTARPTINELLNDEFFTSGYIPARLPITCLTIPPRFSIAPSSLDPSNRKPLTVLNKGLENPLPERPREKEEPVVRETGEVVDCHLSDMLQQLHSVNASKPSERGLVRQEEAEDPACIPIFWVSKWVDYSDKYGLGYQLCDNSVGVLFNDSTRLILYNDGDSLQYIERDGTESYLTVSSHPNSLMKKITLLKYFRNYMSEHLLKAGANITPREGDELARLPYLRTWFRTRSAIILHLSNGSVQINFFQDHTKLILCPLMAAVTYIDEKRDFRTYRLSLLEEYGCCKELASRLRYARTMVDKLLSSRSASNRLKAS
IL2 activator: qHTS of IL-2 Activators. IL-2 activation reporter assay, cell-based qHTS; stimulated with anti-CD3/CD4/CD28 beads; in transgenic mouse T cells. activation, % (series mostly up to about 46 µM). actives 0.065% (n = 360,000); in the data active = activation above about 50%; inconclusive = mostly about 30% to 49%; note: 0% is about no effect
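First, unstimulated transgenic mouse T cells were exposed to compound for 60 min. Next, anti-CD3/anti-CD4-coated beads with anti-CD28 were added. Finally, after 18 h at 37 degrees C, EGFP and DsRed were imaged.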
EPAC1 agonist: qHTS for Agonist of cAMP-regulated guanine nucleotide exchange factor 3 (EPAC1): primary screen; AID 720707, 2013; Potency, µM (doses to about 154 µM), inactives show at the top dose activation, most hits filed as activators; actives 0.073% (n = 360,000); EPAC1 agonist qHTS, biochemical assay; response scale: 100% = response to 6.5 mM cAMP; Rap guanine nucleotide exchange factor 3 (Homo sapiens), O95398; note: potency is the fitted concentration of half-maximal effect; nearly all actives have a fitted effect of over 60% in size
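Compounds were pinned as a concentration titration into mixtures of EPAC1 (100 nM), BODIPY-GDP-loaded Rap1B (250 nM) and GDP (50 uM). After 5 min at room temperature, fluorescence was followed for 30 min; activity was scaled to 6.5 mM cAMP.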
Abeta rescue: qHTS for compounds that reverse cellular toxicity of Amyloid beta (A-beta) peptide in yeast: Primary Screen. AID 1347071, 2019. yeast expressing A-beta42, growth rescue, OD600, 48 h; response scale: 0% DMSO, 100% iron-clioquinol control. actives 0.063% (n = 410,000). Potency, µM (series often up to 46.1 µM), without a hit: at the highest dose growth rescue, actives largely listed as activators; note: potency is the fitted concentration of half-maximal effect; nearly all actives have a fitted effect of over 55% in size
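Yeast A-beta toxicity model in growth medium with pinned compounds, 48 h at 30 C; growth read as absorbance at 600 nm. Normalized to FeCl3/clioquinol equimolar mix (positive) and DMSO (negative).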
FUS yeast rescue: qHTS for Suppressors of FUS Proteinopathy: Primary screen using FUS-linked yeast assay | S. cerevisiae FUS-expressing, growth rescue, OD600, 24 h | Potency, µM (series often up to 76.6 µM), for the others: at the top dose growth rescue (activation), actives largely listed as activators | actives 0.24% (n = 390,000) | AID 1347120, 2019;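 note: potency is the fitted concentration of half-maximal effect; plate controls were DMSO vehicle for no effect and reference control for full effect; nearly all actives have a fitted effect of over 55% in size; some results filed as inactive show a strong effect at the top dose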
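Compound concentration series was pinned onto galactose-induced FUS-expressing yeast seeded at OD 0.005. Plates sat 24hr at 30C; absorbance at 600 nm gave growth. DMSO served as background control.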
PI5P4Ka inh: qHTS for Inhibitors of phosphatidylinositol 5-phosphate 4-kinase (PI5P4K); PI5P4Kalpha enzyme, ADP-Glo luminescence, 60 min; stronger effect = lower value; actives 1.2% (n = 330,000); AID 652105, 2013; max response, %; Phosphatidylinositol 5-phosphate 4-kinase type-2 alpha (Homo sapiens), P48426; active = max response of -50% or lower; inconclusive = between -30% and -50%; inactive = -30% or higher; note: value at the top dose of about 77 µM; % is set by controls: 0 for no effect and ±100 for the full control effect
Target sequence (P48426 whole entry, looked up): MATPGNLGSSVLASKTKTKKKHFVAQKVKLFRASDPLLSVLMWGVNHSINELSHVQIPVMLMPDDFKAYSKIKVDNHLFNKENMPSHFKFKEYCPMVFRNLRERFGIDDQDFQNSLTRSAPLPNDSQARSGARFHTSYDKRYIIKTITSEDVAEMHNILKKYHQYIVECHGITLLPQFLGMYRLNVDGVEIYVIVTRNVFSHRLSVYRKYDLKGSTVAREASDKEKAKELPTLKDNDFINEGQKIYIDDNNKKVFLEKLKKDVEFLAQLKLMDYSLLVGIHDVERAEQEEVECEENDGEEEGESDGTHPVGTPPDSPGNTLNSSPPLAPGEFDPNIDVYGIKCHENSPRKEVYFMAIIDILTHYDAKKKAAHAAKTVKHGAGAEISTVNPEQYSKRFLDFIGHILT
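qHTS, 1536-well: enzyme/substrate mix, compound by pin tool, 5 microM ATP final; RT 60 min; ADP-Glo reagents 1 (45 min) then 2 (30 min); luminescence.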
EPAC1 antagonist: qHTS for Antagonist of cAMP-regulated guanine nucleotide exchange factor 3 (EPAC1): primary screen. EPAC1 GEF assay, Rap1b-BODIPY-GDP exchange fluorescence. Rap guanine nucleotide exchange factor 3 (Homo sapiens), O95398. Potency, µM (highest dose often 115 µM), without a hit: at the top dose activity change, negative = inhibition, most hits filed as inhibitors. actives 0.14% (n = 360,000);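 note: potency is the fitted concentration of half-maximal effect; plate controls were vehicle for no effect and positive control for full effect; nearly all actives have a fitted effect of over 50% in size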
An asterisk follows results filed as active; ? = inconclusive; . = no result given; & = joins results of further samples; [ ] = dose if it differs, or a comment. Unless noted, calls come from the whole dose curve; as a rule, active = well fitted curve in the direction sought with a large enough effect; inconclusive = small, poorly fitted or top-dose-only effect, or another doubt; inactive = no such curve, though single readings can be large; an effect the other way counts as inactive or inconclusive.

smiles,WRN helicase inh,PLK1 PBD block,IL2 activator,EPAC1 agonist,Abeta rescue,FUS yeast rescue,PI5P4Ka inh,EPAC1 antagonist
C=CCOC(=O)C1=C[C@@H](c2ccccc2)C[C@@H](OCc2ccc(CO)cc2)O1,-1%,-1%,-0.2,-13%,4%,8%,-1,-10%
Oc1ccc(-c2nccc(-c3ccccn3)n2)cc1,-10%,8%,-0.2,4%,-15%,?,0,5%
CSc1cccc(CNC(=O)C2CCC(=O)N(CCc3ccccc3)C2)c1 (stereo unspecified),-8%,-4%,-0.2,-2%,5%,8%,9,-5%
CN(C)C(=O)c1cccc(COc2ccc(N3C(N)=NC(N)=NC3(C)C)cc2Cl)c1,2%,-10%,5.5,6%,6%,-13%,10,7%
C=CCn1c(SCC(=O)Nc2cc(C)on2)nnc1C1COc2ccccc2O1 (stereo unspecified),-3%[57.1 µM],1%,1.7,-2%,3%,12%,-7,-5%
CCO[C@@H]1OC(C(=O)N2CCOCC2)=C[C@H](c2ccc(C(F)(F)F)cc2)[C@H]1CCCO,1%,4%,-0.4,-9%,-5%,3%,1,-11%
Cc1noc(C)c1COc1ccccc1C(=O)N(C)Cc1ccc(F)cc1,-5%,1%,-3.2,-1%,0%,-4%,7,-11%
Cc1cnc(C(=O)OCC(=O)N2CC(C)CC(C)C2)cn1 (stereo unspecified),15%,-2%,0.1,-17%,8%,-4%,2,16%
O=C(COC(=O)[C@@H]1CC(O)CN1S(=O)(=O)c1ccccc1[N+](=O)[O-])Nc1ccc2ccccc2c1 (stereo partly specified),-17%,-4%,-0.5,12%,30%,.,4,-20%
Cc1ccc(C)c(Nc2c([N+](=O)[O-])ccc3nonc23)c1,0%,-2%,-2.0,-3%,-2%,5%,2,-11%
CCN(CC)S(=O)(=O)c1ccc2c(c1)c(=O)c(C(=O)NCCc1ccc(OC)c(OC)c1)cn2C,5%,-5%,-3.8,14%,3%&-8%,-2%&2%,5,-9%
Nc1nnc(SCCN2C(=O)c3ccccc3S2(=O)=O)s1,-14%,-5%,-4.0,4%,5%[9.22 µM],-47%[inhibitor],0,2%
COc1ccccc1C(=O)NC(=O)Nc1c(C)cc(C)cc1C,-1%,3%,-1.6,7%,-10%,-7%,6,-10%
Cn1c(O)c(N=NC(=O)CNC(=O)c2ccccc2)c2cc(Br)ccc21,-4%,-12%,1.6,8%,-25%,16%,-10,3%
Cc1oc2c(C)c3oc(=O)c(CCC(=O)NCCCn4ccnc4)c(C)c3cc2c1C,7%,1%,0.1,-31%[inhibitor],-21%,-6%,-3,5%
O=C(NNC(=S)NCc1ccc(Cl)cc1)c1cccnc1,4%,-2%,-1.5,10%,6%,24%,-3,0%
O=C(NC1(C(F)(F)F)NC(=O)N(Cc2ccccc2)C1=O)c1cccs1 (stereo unspecified),-10%,-5%,0.5,3%,-4%,4%,5,-6%
O=C(Nc1ncc([N+](=O)[O-])s1)c1ccc2c(c1)OCO2,-10%[11.6 µM],?,-1.1,-8%,-60%[inhibitor],46%,?,-10%
CCOCCCNC(=S)NC1CC2CCC(C1)N2Cc1ccccc1 (stereo unspecified),-26%,-22%,1.2,5%,-5%,27%,-8,-30%
C[C@@H]1CN([C@@H](C)CO)C(=O)Cc2cc(NS(=O)(=O)c3ccccc3)ccc2O[C@H]1CN(C)Cc1ccncc1,8%,-5%,-0.2,-17%,8%,-18%,-8,-4%
CCC1=C(OC(=O)N(CC)CC)N2C(=O)OC(=NCC(=O)OC)[C@]2(Cc2ccccc2)[C@H]2C1=CC[C@H]1C(=O)N(CC(=O)OC)C(=O)[C@H]12,8%,-12%,-0.2,-6%,2%,23%,-5,-1%
CCCN=C1N(C)C[C@@H]2[C@@H]3C(=O)N(Cc4ccccc4)C(=O)[C@@H]3[C@](CC)(C(=O)OC)N12,-6%,-16%,-0.2,-13%,-13%,-7%,2,-23%
Nn1c(-c2ccc(F)cc2)nc2ccccc2c1=O,5%,2%,-3.0,-2%,-6%,-63%,1,22%
Cc1cc(C)cc(C(=O)NC(CC(N)=O)c2ccc(N3CCN(c4ccccn4)CC3)c([N+](=O)[O-])c2)c1 (stereo unspecified),3%,2%,-0.1,4%,5%,-8%,3,1%
CCN(CC(=O)Nc1ccccc1OC)C(=O)CN1C(=O)NC2(CCCC2)C1=O,3%,-1%,-0.9,1%,-1%,-5%,-8,4%
Cc1cc(C)cc(SCc2noc(C(=O)NCCC(C)C)c2C(=O)NCCC(C)C)c1,-12%,-1%,1.0,-19%,8%,18%,13,-20%
COC(=O)c1c(O)c2ccccc2[nH]c1=O,9%,-8%,-1.6,1%,-5%,13%,-2,-5%
N/C(=N\OC(=O)c1ccc2ccccc2c1)c1ccccc1Cl,5%,0%,-0.6,7%,-93%[inhibitor],15%,10,-7%
CCOC(=O)c1nc2ccc(C)cc2c2c1C1CC(c3c(Cl)cccc31)N2C(=O)OCc1ccccc1 (stereo unspecified),-4%,-7%,-2.5,20%,-5%,35%,7,9%
CCN(CC)Cc1c(C(=O)N/N=C/c2ccc(C)o2)nnn1-c1nonc1N,4%,-5%,0.9,7%,-8%,5%,-4,-7%
Cc1csc(NC(=O)Cn2nc(C)c([N+](=O)[O-])c2C)n1,-2%,-10%,-2.0,1%,8%,8%,4,-6%
Cc1ccc(S(=O)(=O)N2CCCCC2)cc1NC(=O)CNCc1ccco1,3%,0%,2.1,-2%,0%,-10%,2,1%
CC1CN(CCCOc2ccc([N+](=O)[O-])cc2)CC(C)O1 (stereo unspecified),-1%,-9%,1.2,2%,3%,.,-7,-1%
COc1cc(CCC(=O)OCC(=O)Nc2cccc(S(=O)(=O)N(C)C)c2)cc(OC)c1OC,-3%,5%,-0.7,-7%,23%,.,-4,-8%
CCc1n(CC(O)COCC2CC=CCC2)c2ccccc2[n+]1C (stereo unspecified),0%,-22%,0.8,4%,15%,15%,-3,5%
O=C(CSc1nnc(NC(=O)c2c(F)cccc2F)s1)NC1CCCCC1,-2%,-3%,-1.4,-3%,-19%,4%,-10,-10%
CC(=O)c1cccc(CN2CCCC(C(=O)c3ccc4c(c3)OCO4)C2)c1 (stereo unspecified),1%,-14%,-3.4,-1%,-23%,-5%,2,1%
Cc1ccc(-c2cc(C(F)F)nc(S(C)(=O)=O)n2)cc1,-17%,-28%,-3.6,24%,-40%[inhibitor],23%,-3,?
COc1ccc(Cc2nnc(Nc3ccc(C)cc3)o2)cc1OC,-3%,3%,0.7,-6%,9%,2%,-5,3%
COc1ccc(-c2csc(NC(=S)NC(=O)c3ccco3)n2)cc1,-3%,-4%,-1.9,12%,0%,-34%,0,-22%
CCSc1nc2ccccc2n1C(=O)/C=C/c1ccc(OC)c(OC)c1,-16%,-4%,0.5,-4%,14%,.,17,-20%
O=CC1=C(c2ccccc2)Oc2ccccc2O1,-15%,-27%,-4.4,3%,-93%[inhibitor],-7%,-4,-1%
CCc1ccc(NC(=O)CSc2nc3ccccc3c(=O)n2CCCC(=O)NCCCN2CCOCC2)cc1,-1%,-15%,-5.2,8%,-17%,21%,12,-5%
C/C(=C\c1ccccc1)C(=O)Nc1nccs1,?,-14%,0.3,8%,0%,11%,-8,-5%
CCCCCNC(=O)c1cc(S(=O)(=O)N2CCCCC2)ccc1F,-1%,-4%,0.4,0%,10%,1%,.,-9%
C#CCN(C[C@@H]1[C@@H](OC(=O)NC2CCCC2)[C@@H](OC(=O)NC2CCCC2)Cn2c(=O)ccc(=O)n21)S(=O)(=O)c1ccc(C)cc1,2%,-28%,-3.0,3%,-5%,?,3,-14%
O=C(NNC(=O)c1ccccc1Br)c1cccc(Cl)c1,1%,-6%,-1.9,8%,-8%,27%,.,-2%
O=C(CN1C(=O)NC2(CCCCCC2)C1=O)Nc1ccccc1[N+](=O)[O-],1%,-4%,0.0,0%,-25%,-5%,-11,4%
Cc1[nH]c2ccccc2c1C1=CN2CCS(=O)(=O)N=C2S1,-1%[57.1 µM],-4%,-2.7,-1%,25%,-12%,-7,11%
CC12C(=O)N(c3cccc(OC(=O)c4ccco4)c3)C(=O)C1C1c3ccccc3C2c2ccccc21 (stereo unspecified),-3%,2%,-1.9,-1%,22%,?,16,-5%
CNS(=O)(=O)c1cc(NC(=O)c2cnc(SC)n2-c2ccccc2)ccc1C,8%,-2%,-0.1,3%,13%,-3%,-4,14%
O=C1C(Cc2cccc([N+](=O)[O-])c2)S/C(=N/N=C/c2ccco2)N1c1ccccc1 (stereo unspecified),-6%,?,4.0,2%,20%,.,-5,-5%
CCOc1ccc(CCNC(=O)CCS(=O)(=O)c2ccc(Br)cc2)cc1OCC,-4%,1%,-2.1,-5%,-14%,-20%,3,22%
CCC(=O)Nc1nonc1-c1nc2ccccc2n1Cc1ccc(Cl)c(Cl)c1,-9%,-15%,-0.3,7%,-2%,10%,-28,0%
CCCS(=O)(=O)NC(=O)C1(C)CCN(C(=O)c2cc(C(C)(C)C)nn2C)C1 (stereo unspecified),0%,-4%,0.1,8%,1%,9%,4,14%
CC1(C)CC(=O)C=C(c2n[nH]nc2C2=CCCCC2)C1,-5%,-18%,-1.8,-10%,-8%,-8%,5,-3%
Cc1ccc(C)c(N(CC(=O)NC2CCCC2)C(=O)CCC(=O)Nc2nccs2)c1,-14%,-2%,0.1,-10%,-1%,16%,1,-9%

High-throughput results deposited in PubChem by National Center for Advancing Translational Sciences (NCATS).
